Compound activity from PubChem BioAssay.
LDHA inh – LDHA (human) enzyme inhibition; P00338; purified LDHA, NADH/diaphorase-resazurin fluorescence; stronger effect = lower value; activity change, % (values are at about 110 or 230 µM); 0.15% of 480,000 active; AID 1347041; in the data active = activity change below about -30%; inconclusive = mostly about -25% to -30%;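 also: plate controls were DMSO wells for no effect and wells without enzyme for full effect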
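Remaining NADH was detected by diaphorase (0.133 mg/mL) converting 37 µM resazurin to fluorescent resorufin, read at 0 and 20 minutes. The preceding 5-minute room-temperature reaction used 2 nM LDHA, 0.2 mM sodium pyruvate and 0.06 mM NADH at pH 7.4.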
APE1 inh – blocks human APE1 abasic DNA cleavage; Potency, µM (titrated, usually from 65.8 µM), without a hit: at the top dose activity change, negative = inhibition, most hits filed as inhibitors; P27695; recombinant APE1, TAMRA/BHQ-2 abasic DNA cleavage fluorescence; 0.35% of 350,000 active;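 also: potency is read from the fitted curve at half-maximal effect; plate controls were vehicle for no effect and reference inhibitor for full effect; nearly all actives have a fitted effect of over 55% in size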
Target sequence (P27695 whole entry, looked up): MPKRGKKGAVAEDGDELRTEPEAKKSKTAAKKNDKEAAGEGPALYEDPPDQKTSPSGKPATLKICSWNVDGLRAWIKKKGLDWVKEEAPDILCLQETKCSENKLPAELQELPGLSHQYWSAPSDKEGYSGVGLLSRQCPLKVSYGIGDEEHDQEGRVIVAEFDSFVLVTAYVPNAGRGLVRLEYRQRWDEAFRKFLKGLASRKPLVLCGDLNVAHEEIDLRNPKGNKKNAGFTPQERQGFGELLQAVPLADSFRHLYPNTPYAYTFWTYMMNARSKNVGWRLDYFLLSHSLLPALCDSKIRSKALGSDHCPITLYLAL
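Measures dequenching upon AP-site incision of a 5'-TAMRA/3'-BHQ-2 THF-containing duplex, 50 nM; human APE1 0.75 nM after 15 min room-temperature exposure to compound; kinetic three-point read at one-minute spacing.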
Anesthetic bind – binds horse apoferritin like a general anesthetic; P02791; Potency, µM (doses to about 77.5 µM), for inactives: at the top dose activity change, negative = displacement, hits mostly inhibitors; AID 485281; 0.074% of 350,000 active; apoferritin/1-aminoanthracene competitive binding, fluorescence; also: potency is read from the fitted curve at half-maximal effect; % is scaled to controls: 0 for no effect and ±100 for the full control effect; nearly all actives have a fitted effect of over 20% in size
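Probe: 1-aminoanthracene (50% saturated, PBS). Protein: horse-spleen apoferritin, 10 uM. Incubation: 10 min, room temperature. Detection: 380 nm excitation, 535 nm emission. Analysis: normalized response, four-parameter Hill.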
12-LOX inh – inhibitors of human 12S-lipoxygenase ALOX12 | P18054 | purified 12hLO, xylenol orange hydroperoxide absorbance | Potency, µM (top dose mostly 108 µM), inactives show at the top dose activity change, negative = inhibition, actives largely listed as inhibitors | 1.1% of 580,000 active | AID 1671190; also: potency is read from the fitted curve at half-maximal effect; % is scaled to controls: 0 for no effect and ±100 for the full control effect
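Purified human 12hLO at 150 nM in 25 mM Hepes, 0.01% Triton X-100, pH 7.0, preincubated 15 min at room temperature with compound. Reaction started with 40 uM arachidonic acid, 30 min at room temperature. Hydroperoxide measured by Fe-xylenol orange, 573/405 nm absorbance ratio.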
RGS4 inhibitor – human RGS4 inhibition; 0.039% of 390,000 active; Potency, µM (doses to about 114 µM), for the others: at the highest dose activity change, negative = inhibition, hits mostly inhibitors; P49798; AID 504845; Transcreener GDP fluorescence polarization, RGS4-accelerated GTP hydrolysis; also: potency is read from the fitted curve at half-maximal effect; % is scaled to controls: 0 for no effect and ±100 for the full control effect; nearly all actives have a fitted effect of over 75% in size; some results filed as inactive show a strong effect at the top dose
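MLSMR compounds (23 nl, pin-transferred) preincubated 10 min at room temperature with a 500nM (2x) first reagent, then RGS4 at 900nM (2x) plus Transcreener GDP mix added; fluorescence polarization (620/688 nm) read before and after 90 min at 30 °C.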
Pol eta inh – inhibitors of human DNA polymerase eta | 1.2% of 390,000 active | AID 588591 | Q9Y253 | Potency, µM (doses to about 114 µM), for the others: at the highest dose activity change, negative = inhibition, usual class: inhibitors | recombinant Pol eta, fluorescent DNA replication assay; also: potency is read from the fitted curve at half-maximal effect; % is scaled to controls: 0 for no effect and ±100 for the full control effect
Target sequence (Q9Y253 whole entry, looked up): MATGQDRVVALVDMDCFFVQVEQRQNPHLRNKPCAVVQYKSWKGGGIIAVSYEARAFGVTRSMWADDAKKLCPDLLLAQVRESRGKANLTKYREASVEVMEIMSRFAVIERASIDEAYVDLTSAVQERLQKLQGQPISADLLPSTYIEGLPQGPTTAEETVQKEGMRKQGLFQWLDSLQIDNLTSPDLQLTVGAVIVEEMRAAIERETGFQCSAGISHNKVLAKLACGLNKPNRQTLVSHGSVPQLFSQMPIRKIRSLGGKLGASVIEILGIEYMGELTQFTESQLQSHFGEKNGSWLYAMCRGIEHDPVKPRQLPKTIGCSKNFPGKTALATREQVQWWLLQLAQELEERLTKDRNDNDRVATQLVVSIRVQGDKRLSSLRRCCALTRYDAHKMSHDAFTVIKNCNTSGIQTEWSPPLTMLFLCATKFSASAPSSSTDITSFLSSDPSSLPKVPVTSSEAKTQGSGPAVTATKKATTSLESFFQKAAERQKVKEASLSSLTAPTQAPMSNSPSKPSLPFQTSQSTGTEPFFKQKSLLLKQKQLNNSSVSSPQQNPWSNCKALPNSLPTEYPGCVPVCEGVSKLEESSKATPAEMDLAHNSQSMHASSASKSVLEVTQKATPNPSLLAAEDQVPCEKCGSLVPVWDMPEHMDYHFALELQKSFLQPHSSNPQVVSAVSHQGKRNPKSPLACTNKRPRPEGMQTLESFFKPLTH
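Pol eta (10 nM) was preincubated with compounds for 15 min at room temperature, after which fluorescent replication substrate (50 nM final) was added to start the reaction. Fluorescence was read kinetically at 0 and 10 min.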
Pol kappa inh – DNA polymerase kappa (human) inhibition; Q9UBT6; purified Pol kappa, fluorescent DNA synthesis assay, 10 min; Potency, µM (titrated, usually from 107 µM), for the others: top-dose activity, negative = inhibition, most hits filed as inhibitors; 0.53% of 400,000 active; AID 588579; also: potency is read from the fitted curve at half-maximal effect; % is scaled to controls: 0 for no effect and ±100 for the full control effect
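Kinetic fluorescence readout at 0 and 10 min followed reaction start with substrate at 50 nM final. Beforehand, enzyme (10 nM Pol kappa) stood 15 min with compound at room temperature; buffer-only wells were negative controls.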
ERG Ets-DNA blk – ERG Ets/DNA interaction inhibition; P11308; fluorescence polarization, His-ERG Ets domain / labelled DNA; Potency, µM (doses to about 76.9 µM), for the others: at the highest dose FP activity, negative = inhibition, actives largely listed as inhibitors; 0.028% of 370,000 active; active = well fitted inhibition curve with a large enough effect in the polarisation, with a control signal flat; inconclusive = small, poorly fitted or top-dose-only effect, or effect the other way, or a change in a side signal; inactive = no such curve, though single readings can be large or run the other way; the % refers to the polarisation;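 also: polarization taken with two DNA probes labelled with fluorescein and Texas red; potency is read from the fitted curve at half-maximal effect; % of control where 0% means no effect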
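His-tagged ERG Ets domain (1 uM in the protein solution; 300mM KCl, 50mM Tris-HCl, 1mM EDTA, 1mM DTT, pH 7.5) received compound, then a probe mix of 5 nM fluorescein-DNA and 100nM Texas-615-DNA. Fluorescence polarization was read for both dyes.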
Pol beta inh – DNA polymerase beta (human) inhibition | P06746 | Pol beta primer extension/strand displacement, fluorescence kinetic | 1.3% of 340,000 active | Potency, µM (highest dose often 114 µM), without a hit: at the top dose activity change, negative = inhibition, hits mostly inhibitors | AID 485314; also: potency is read from the fitted curve at half-maximal effect; % is scaled to controls: 0 for no effect and ±100 for the full control effect
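Pol beta (10 nM) was preincubated with compound for 15 min at room temperature. The reaction was then started with 50 nM substrate and read immediately and after a further 10 min at room temperature.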
Active calls of the source: *; ? = inconclusive; · = no result given; [ ] = remark or other dose. Unless noted, calls follow the shape of the dose curve; as a rule, active = well fitted curve in the direction sought with a large enough effect; inconclusive = small, poorly fitted or top-dose-only effect, or another doubt; inactive = no such curve, though single readings can be large; an effect the other way counts as inactive or inconclusive.

Molecule	LDHA inh	APE1 inh	Anesthetic bind	12-LOX inh	RGS4 inhibitor	Pol eta inh	Pol kappa inh	ERG Ets-DNA blk	Pol beta inh
COc1ccc(CNS(=O)(=O)c2ccc3c(c2)NC(=O)C(C)S3)cc1 (stereo not given)	-14	-4%	-3%	-15%	6%	-12%	1%	14%	42%
COc1c(Cl)cc(Cl)cc1C(=O)Nc1cccc2cccnc12	7	·	26%	-11%	-6%	-7%	4%	-1%	7%
O=C(Cn1nc2ccccc2n1)N/N=C/c1cc(Cl)cc([N+](=O)[O-])c1O	10	-2%	-11%	?	11%	-14%	-7%	16%	21%
O=C(NCCCN1CCN(c2ccccc2)CC1)c1sc2ncccc2c1-n1cccc1	-7	·	-2%	-21%	5%	-12%	-12%[60.1 µM]	-1%	-18%
Cc1ccc(N=C2SCCCN2C(=O)c2ccco2)cc1Cl	-2	0%	?	-13%	-2%	-1%	-10%	1%	-1%
Cc1n[nH]c(C)c1CN(C)C(=O)c1cc(COc2ccc(F)c(F)c2)on1	1	21%	-6%	447%[activator]	-8%	-20%	-4%	11%	-1%
Cc1ccc(C)n1-n1cnc2scc(-c3cccs3)c2c1=O	-1	13%	-9%	-46%	6%	-18%	-14%	-3%	13%
Cc1noc(C)c1S(=O)(=O)N1CCC(C(=O)NCCc2ccc(S(N)(=O)=O)cc2)CC1	-13	1%	-8%	11%	-7%	5%	-9%	-3%	15%
CC1CCN(C(=O)Cn2nc(C(F)(F)F)c3c2CCCC3)CC1	-4	-2%	-21%	-20%	12%	-15%	-3%	-9%	21%
COc1ccc(CC(=O)NNC(=O)CSc2ccc(C)cc2)cc1	-1	2%	-4%	13%	-4%	-2%	1%	9%	5%
CCOC(=O)CNC(=O)CSc1ccc2nnc(-c3ccc(F)cc3)n2n1	-7	13%	-5%	?	-8%	-20%	-1%	2%	1%
CC(=O)NNC(=O)CSc1nnc(-c2ccccc2)c(-c2ccccc2)n1	6	7%	-3%	29%	-25%	14µM*	?	15%	0%
COc1ccc(C)c2sc(N3CCCC3)nc12	-3	0%	-12%	0%	-4%[56.9 µM]	9%	-13%	-3%	22%
CCCS(=O)(=O)Nc1cc(C(F)(F)F)ccc1OCCOC	0	-1%	?	-3%	-24%	-13%	-6%	3%	3%
CCSc1nnc(NC(=O)CCc2ccccc2)s1	1	13%	-7%	-4%	3%	-4%	-5%	·	18%
N#Cc1ccc(CN2C(=O)NC3(CCCCCC3)C2=O)cc1	-8	30%	-19%	-3%	6%	-20%	2%	-6%	0%
COc1nc(N(C)C)nc(N(C)c2cc(Cl)cc(Cl)c2)n1	-5	6%	-4%	1%	1%	2%	-7%	0%	27%
COc1cccc(C(=O)Nc2cc3c(cc2N2CCCC2)n(C)c(=O)n3C)c1	5	-11%	-2%	32%[activator]	-13%[11.4 µM]	-9%	11%	-3%	-2%
COc1cc(/C=N/NC(N)=S)cc(Br)c1OCc1ccccc1F	-4	3%	-10%	?	-13%	-8%	-27%	9%	-4%
CCOC(=O)C1=C(COC(=O)CCOc2cccc(C)c2)NC(=O)NC1C (stereo not given)	-1	12%	·	-25%	33%	-9%	-14%	·	·
O=C(NCc1ccncc1)Nc1cccc(Cl)c1	-8	?	-3%	0%	25%	2%	0%	0%	9%
Cc1cccc(C)c1OCCCCn1cnc2ccccc2c1=O	-10	4%	-15%	1%	13%	-1%	-3%	-1%	?
O=C1OC[C@H]2CCCC[C@@H](CO)ON12	-3	-15%	·	16%	-6%	-4%	-13%	14%	·
COc1ccc(-c2cc(C)no2)cc1S(=O)(=O)N1CCCN(Cc2ccc(F)cc2)C1	-23	31%	-9%	3%	19%	-8%	-12%	7%	-11%
CCN1CCN(C(=O)CN(C)S(=O)(=O)c2cc(C)ccc2OC)CC1	-2	0%	-6%	-25%	-13%	-15%	8%	-12%	2%

Later entries:
Molecule	LDHA inh	APE1 inh	Anesthetic bind	12-LOX inh	RGS4 inhibitor	Pol eta inh	Pol kappa inh	ERG Ets-DNA blk	Pol beta inh
CC(=O)Nc1cccc(Oc2ncnc3scc(-c4ccc(C(C)C)cc4)c23)c1	1	-4%	-12%	-20%	-3%	?	-22%	-9%	0%
COc1cc(C(=O)Nc2cccc(-c3nc4ncccc4o3)c2C)cc(OC)c1OC	-5	15%	-14%	147%[activator]	4%	-1%	-20%	-1%	32%
CCOC(=O)c1cc(-c2nnc(-c3ccc(Cl)cc3)o2)c(C)nc1C	2	-1%	-5%	418%[activator]	3%	-8%	14%	1%	3%
CCOC(=O)c1cc2c(n(-c3ccc(C)cc3)c1=O)CCCC2=O	10	11%	-9%	28%	-5%	-16%	11%	-2%	10%
Cn1cc(C(=O)c2ccc(Cl)cc2Cl)cc1C(=O)N/N=C(\N)COc1cccc(C(F)(F)F)c1	-4	14%	-23%	-9%	-12%	-9%	-18%	1%	-2%
COc1ccc(C(=O)Nc2cc(C(F)(F)F)ccc2-n2cnc3ccccc32)cc1	-2	3%	-17%	-20%	-24%	-22%	-9%	4%	-1%
COC(=O)c1cccc(NS(C)(=O)=O)c1C	-10	-1%	-3%	-6%	-10%	-12%	0%	-4%	19%
O=[N+]([O-])c1ccccc1S(=O)(=O)Nc1cccnc1	2	-2%	-5%	13%	-13%	0%	2%	4%	20%
COC(=O)c1ccccc1NC(=O)c1ccc(NC(=O)C2CCCO2)cc1 (stereo not given)	-1	-7%	-9%	34%[activator]	-49%	-13%	-16%	3%	1%
O=C(Nc1ccc(NC(=O)c2ccco2)nc1)c1ccco1	-7	14%	-2%	5%	3%	3%	-6%	2%	32%
C[C@@H]1CN(Cc2nc(Cc3ccccc3F)no2)C[C@H](C)O1	-6	11%	-13%	-7%	-18%	-17%	3%	-12%	-1%
CCOC(=O)C1CCN(S(=O)(=O)c2c(C)[nH]c(C)c2C(=O)N2CCCCC2)CC1	-3	-1%	0%	-3%	-31%	0%	-3%	-8%	2%
CCOC(=O)/C(C#N)=C/c1cccc(C)c1	-6	3%	-6%	?	14%	-4%	-12%	1%	6%
Cc1cc(-c2n[nH]c(=S)n2/N=C/C(Cl)=C/c2ccccc2)n[nH]1	-4	-3%	-5%	?	?	?	-6%	-1%	20%
Cc1cc(C)cc(N(CCC#N)C(=O)CSc2nc3nc(C)cc(C)n3n2)c1	-10	7%	-10%	2%	15%	2%	-7%	·	-1%
CC(C)(C)OC(=O)NCc1nc(N)n[nH]1	-4	2%	4%	1%	15%	-11%	-15%	-5%	-24%
Cc1cc(C(=O)CN2C(=O)c3ccccc3C2=O)c(C)n1Cc1cccs1	3	15%	-11%	-9%	-11%	-16%	-2%	3%	3%
COc1ccc2oc(C(=O)N(C)Cc3ccc4c(c3)OCCO4)c(C)c2c1	4	-6%	·	-19%	10%	-9%	-10%	4%	·
COc1cccc(NC(=O)c2cc(-c3ccccn3)nc3ccccc23)c1	-6	14%	·	-13%	25%	-19%	-7%	8%	·
CC(C)C(NC(=O)OCc1ccccc1)C(=O)OCC(=O)N1CCCCC1 (stereo not given)	-5	-1%	-10%	0%	0%	-5%	-1%	-2%	-14%
O=C(CN(CCc1ccccc1)C(=O)CNS(=O)(=O)c1ccc(F)cc1)NCc1ccco1	-4	0%	-21%	-3%	15%	-5%	-2%	-6%	7%
O=S(=O)(c1cccs1)N1CCC2(CC1)OCCN2S(=O)(=O)c1ccccc1	-4	-2%	·	-24%	5%	-15%	2%	6%	·
CCN(CC)c1ccc(S(=O)(=O)N2CCOCC2)cc1NC(=O)COC(=O)/C=C/c1ccc(O)c(OC)c1	2	·	·	0%	32%	-13%	-10%	-2%	·
CC(Sc1nnc(-c2cccs2)n1C1CC1)C(=O)NCC1CCCO1 (stereo not given)	-6	13%	·	190%[activator]	-11%	-22%	-13%	1%	·
COC(=O)c1ccccc1Sc1ncnc2onc(C)c12	-4	-3%	-9%	-30%	-2%	-11%	-5%	3%	-1%

Remaining list, next part.
Molecule	LDHA inh	APE1 inh	Anesthetic bind	12-LOX inh	RGS4 inhibitor	Pol eta inh	Pol kappa inh	ERG Ets-DNA blk	Pol beta inh
CCCN(C(=O)c1c(C)oc2ncn(CC(C)C)c(=O)c12)c1ccccc1C	-5	·	-16%	-25%	-32%	-16%	-6%	2%	0%
Cc1ccc(N(C(=O)CNC(=O)c2ccco2)C(C(=O)NC2CCCCC2)c2cccnc2)cc1 (stereo not given)	-3	29%[12.4 µM]	3%	?	-1%	-1%	0%	6%	6%
N#CCCN1CCN(C(=S)c2ccc(-c3cc(Cl)ccc3Cl)o2)CC1	-3	-3%	-21%	-8%	-35%	-24%	-2%	2%	14%
CCOC(=O)c1ccc(NC(=O)c2ccc[n+]([O-])c2)cc1	-19	39%	-4%	-12%	0%	5%	-3%	-14%	-9%
O=C(CSc1nc(C2CC2)nc2ccccc12)N1c2ccccc2Sc2ccc(C(F)(F)F)cc21	7	-6%	-12%	?	0%	?	-20%	6%	0%
CN1C(=O)CSC1=Nc1cccc(C(=O)O)c1	1	9%	-4%	59%[activator]	-14%	-15%	4%	9%	14%

An excerpt; rates above refer to the full screens.
